# Screens as filed in PubChem BioAssay.
# bCat nuc transl = modulators of beta-catenin nuclear translocation, primary screen, imaging, HeLa cells, immunofluorescence, high-content. nuclear translocation activity, % at 5 µM. hit rate 0.3% among 190,000. AID 1665, 2009;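 active means nuclear translocation activity above 50% at 5 µM, with a well cell count of 50 or more; inconclusive means wells under 50 cells across six images, flagged as toxic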;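 further: per-cell ratio of nuclear to cytoplasmic median beta-catenin stain intensity; plate controls were DMSO negative control for no effect and GSK-3 inhibitor IX positive control for full effect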
#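 assay system = human HeLa cells, endogenous beta-catenin | times = compound treatment 24 h, 37°C, 5% CO2 | detection = Anti-beta-catenin immunofluorescence on PFA-fixed, Triton-permeabilized cells, DAPI nuclei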
# human PMI inhibition = inhibitors of human PMI, primary screen, biochemical, fluorescence intensity, coupled assay (AID 1209); purified PMI enzyme, coupled fluorescence intensity; higher % means a stronger effect; hit rate 0.42% among 190,000; inhibition, % at 20 µM; hits with a dose series show IC50 in µM; Mannose-6-phosphate isomerase (Homo sapiens);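 further: plate controls were DMSO vehicle for no effect and wells lacking substrate for full effect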
# Yfh1-depleted yeast = enhancers of respiration in Yfh1-depleted yeast, dose response, Friedreich's ataxia, plus single-dose screen (AID 1465); fold induction at 50 µM, or EC50 in µM where a hit was titrated; hit rate 0.074% among 220,000; S. cerevisiae Yfh1-off respiration, WST-1 reduction, 72 h; higher fold induction means a stronger effect;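 active means fold induction of absorbance versus untreated yeast above a set limit, then at least 30% activation at any dose in follow-up; inconclusive means repeats straddling the limit, or above it without dose testing; inactive means fold induction below the set limit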;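 further: activators that raise dye reduction in frataxin-depleted yeast; strong numbers were not always called active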
# MT stabilize HCS = microtubule stabilizers in HeLa cells, primary screen, imaging, high-content imaging; HeLa tubulin immunostaining HCS, 24 h; share of cells brighter than vehicle mean+2SD; % tubulin-high responders, % at 10 µM; hit rate 0.83% among 200,000; AID 2205, 2009;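 active means plate Z-score above 3 for both tubulin-high and condensed-nucleus cell shares, with cell loss under 80%, at 10 µM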;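 further: anti alpha tubulin signal scored within the nucleus-defined area of each cell; some results filed as inactive read as strong as hits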
# Dynein cargo inh = inhibitors of GR-EGFP nuclear translocation, primary screen, dynein cargo transport inhibitor project, imaging, high-content, 3617.4 mouse cells; z-score, hits read low; test concentration mostly 20 µM; stimulated with dexamethasone, 1 µM; active compounds read low; hit rate 0.47% among 220,000;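 active means plate z-score of nuclear minus cytoplasmic receptor signal below a set negative limit, without overly bright fluorescence or cell loss, cut at about -3.5 in these data, passing the limit was not always enough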;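 further: z-score of nuclear minus cytoplasmic ring GR-EGFP intensity difference per well; some compounds called inactive have numbers as strong as hits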
#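 Buffer or medium: tet-free medium with charcoal-stripped serum / Also added: dexamethasone agonist, 1.0 µM final, for 30 min / Timing: induction 48 h, compound 1 h, agonist 30 min / Measured by: high-content fluorescence imaging after fixation / Read-out: nuclear-to-cytoplasmic GR-EGFP distribution per well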
# Ins promoter up = insulin promoter activators in MIN6 cells, imaging, high-content screening, mouse beta cells | MIN6 insulin promoter-GFP reporter; active compounds read high | z-score at 5 µM | hit rate 0.3% among 190,000;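 active means z-score above 3 at 5 µM with at least 500 cells counted in the well; inconclusive means wells under 500 cells, flagged as cytotoxic or low count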
# human PMI inhibitors = human PMI inhibitors, high substrate, primary screen, biochemical, fluorescence intensity, high mannose 6-phosphate (AID 1220); recombinant PMI enzyme, coupled fluorescence intensity; higher % means a stronger effect; inhibition, % at 20 µM; hits with a dose series show IC50 in µM; Mannose-6-phosphate isomerase (Homo sapiens); hit rate 0.66% among 190,000
# WT yeast gro inh = growth inhibition of WT strain, primary screen, mitochondrial fusion inhibitor project, WT and mutant strains, chemical genetic | AID 1362, 2008 | hit rate 2.1% among 190,000 | mitochondrial fusion phenotypic screen | inhibition, % at 10 µM; in the data active means inhibition above about 58%; tested in S. cerevisiae
# Autophagy mod = autophagy modulators in MEF cells, primary screen, imaging, high-content, MEF GFP-LC3 | MEF GFP-LC3 puncta imaging; test concentration mostly 10 µM | calls only at 10 µM (by protocol) | hit rate 0.98% among 190,000;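 active means percentage of spot-positive cells more than 3 SD above its plate mean, without a fluorescence outlier flag or 80% toxicity; inconclusive means no clear call, values can overlap the other calls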;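 further: spot-positive cell cutoff set from DMSO-treated cells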
# WT yeast gro inh mutant strain = also measured in WT yeast gro inh; calls as there; inhibition, %; mitochondrial fusion phenotypic screen, mutant strain inhibition
# Dynein cargo inh cytoplasmic EGFP = second read-out of Dynein cargo inh, no call of its own (marks repeat the call); z-score; measured here: cytoplasmic GR-EGFP intensity; active compounds read high
# Dynein cargo inh nuclear GR-EGFP = recorded beside Dynein cargo inh, whose call it bears; z-score; measured here: nuclear GR-EGFP intensity;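 lower value marks the stronger effect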
# Dynein cargo inh cell count = recorded beside Dynein cargo inh, whose call it bears; z-score; measured here: cell count per field
# Ins promoter up cell count = further read-out of Ins promoter up, marked with its call; cell count; measured here: cytotoxicity, nuclei count;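 total cells summed across four imaged fields per well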
# bCat nuc transl cell count 5 µM = further read-out of bCat nuc transl, marked with its call; cell count; measured here: cell count, cytotoxicity flag
# MT stabilize HCS Hoechst-high % = further read-out of MT stabilize HCS, marked with its call; % Hoechst-high responders; measured here: nuclear condensation Hoechst responders;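 share of cells brighter than vehicle mean plus two SD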
# MT stabilize HCS cytotoxicity % = also measured in MT stabilize HCS; calls as there; toxicity, %; measured here: cytotoxicity by cell density;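 0% = mean cell density of plate MIN control wells and 100% = no cells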
# Autophagy mod cell loss 18 h = second read-out of Autophagy mod, no call of its own (marks repeat the call); toxicity, %; measured here: cell loss, nuclei count;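 cell loss after 18 h compound exposure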
# * hit, by the source's call; i = inactive; u = inconclusive; x = no result given; + = active, no number. Unless noted, no stated cut-off is given here; in the data, active means inhibition above about 50%; inactive means the rest.
SMILES,bCat nuc transl,bCat nuc transl cell count 5 µM,human PMI inhibition,Yfh1-depleted yeast,MT stabilize HCS,MT stabilize HCS Hoechst-high %,MT stabilize HCS cytotoxicity %,Dynein cargo inh,Dynein cargo inh cytoplasmic EGFP,Dynein cargo inh nuclear GR-EGFP,Dynein cargo inh cell count,Ins promoter up,Ins promoter up cell count,human PMI inhibitors,WT yeast gro inh,WT yeast gro inh mutant strain,Autophagy mod,Autophagy mod cell loss 18 h
C/C(=N\NC(=O)c1ccc(N2CCCC2=O)cc1)c1ccncc1,-0.3,1261,x,i,x,x,x,-0.23,-0.18,0.25,0.19,-0.56,1144,x,x,x,x,x
C/C(=N\NC(=O)c1c(Cl)c(C)nn1C)c1cccc(NC(=O)COc2ccc(Cl)cc2)c1,x,x,7%,x,2.1,0.9,4.0,-0.68,-0.24,-0.19,0.15,1.5,919,6%,11,-8,i,-10
O=C(NC(=S)Nc1ccc2c(c1)OCO2)c1ccc(Cl)cc1,x,x,14%,i,3.2,4.1,9.5,1.3,0.17,1.1,-1.7,0.07,1212,14%,3,-7,i,-4
O=C(O)CCCNS(=O)(=O)c1ccc(Br)s1,-0.2,1155,15%,i,1.6,2.6,3.6,-0.23,-0.31,0.47,0.37,0.6,1263,11%,-3,71,i,-11
COc1ccc(/C=C/C(=O)Nc2cc(F)ccc2C)cc1S(=O)(=O)N1CCOCC1,-0.4,1050,9%,i,3.4,2.2,2.8,0.097,-0.18,-0.3,0.34,-0.66,1601,4%,9,21,i,17
C/C(=N\NC(=O)CCC(=O)O)c1c(-c2ccccc2)c2cc(Br)ccc2[nH]c1=O,-1.2,1287,x,i,x,x,x,-0.33,-0.28,-0.097,0.075,-0.22,1021,x,x,x,x,x
COc1ccc(/C=c2\s/c(=C/C(=O)c3ccc(C)cc3)[nH]c2=O)c(OC)c1,2.0,1099,4%,u,3.9,2.5,3.6,-3.1,13,1,0.53,1.3,1457,-5%,8,5,i,3
Cc1cc(CSc2ccccc2)ccc1NC(=O)COc1ccccc1C,-3.0,1133,-1%,i,9.0,1.9,11,0.49,-0.18,0.5,-0.31,0.63,1564,4%,-9,10,i,-2
COc1ccc(CNC(=O)Cn2nnc3ccccc3c2=O)cc1,-1.4,1305,x,i,x,x,x,-5.3*,0.42*,-3.1*,-0.042*,-0.22,1080,x,x,x,x,x
C/C=C/c1ccc(OC(C)=O)c(OC)c1,-0.5,591,4%,i,2.7,1.7,4.7,0.13,-0.27,0.4,0.16,-0.27,1215,5%,-3,-7,i,15
Cc1ccc(C(=O)N(Cc2ccc3c(c2)OCO3)Cc2nc3ccccc3c(=O)[nH]2)cc1,x,x,-1%,i,0.8,0.8,1.5,-0.28,-0.2,-0.37,0.33,x,x,-2%,16,3,i,-11
CCOc1ccccc1-n1nnnc1SCC(=O)Nc1cc(C)on1,0.3,1347,-2%,i,2.9,2.5,12,-0.59,0.65,-0.097,-0.025,0.85,1649,0%,8,-7,i,-1
Cc1ccc(-c2nc3ccccc3s2)cc1NC(=S)NC(=O)c1cccc2ccccc12,-1.1,1067,1%,i,2.3,2.5,1.2,0.79,-0.22,0.59,0.75,0.03,1412,5%,-8,20,i,-4
CCOC(=O)CNC(=O)c1ccc(OCC(F)(F)F)cc1,-0.8,1041,-4%,i,5.3,1.4,10,0.075,-0.38,0.34,0.72,1.3,1038,-3%,3,15,i,18
CCc1ccc(-c2cc(C(=O)Nc3c(C)n(C)n(-c4ccccc4)c3=O)c3ccccc3n2)s1,0.7,1349,14%,i,3.8,1.5,4.9,-0.19,-0.15,0.6,0.077,-1,1388,8%,6,-6,i,-27
Cc1cc(C(=O)Nc2sc3c(c2C#N)CCCCC3)cs1,2.0,838,-4%,i,2.5,2.0,6.6,0.068,-0.19,0.39,0.17,0.05,1109,-19%,23,7,i,-13
COc1ccc(-c2cn(-c3ccc(C)cc3)c(=O)n2CC(=O)Nc2ccc(OC)cc2OC)cc1,x,x,8%,i,1.7,1.3,6.0,0.22,-0.4,0.077,-0.58,x,x,12%,-5,9,i,11
CCSc1n[nH]c(=S)s1,-0.5,1044,50µM*,i,3.8,1.9,8.1,-0.58,-0.29,-0.2,0.55,1.4,1126,36%,-3,-4,i,-1
CCc1c(C)[nH]c2ccc(OC)cc2c1=S,0.2,998,-48%,i,1.9,1.3,6.2,0.73,0.052,0.64,-2.6,-0.79,1375,-61%,18,6,i,-5
CSc1nc2ccccc2cc1/C=C(\C#N)c1ccccc1,1.0,1392,-4%,i,36*,26*,39*,-3,6.9,-0.59,-0.31,0.13,1337,-4%,18,2,i,11
Cc1nnc2n(Cc3ccccc3)c(=O)c3c4c(sc3n12)CCCC4,-2.9,1228,-5%,x,x,x,x,x,x,x,x,-1.1,941,-6%,x,x,x,x
COc1cccc(C(=O)Nc2ccc(NC(C)=O)cc2)c1,x,x,3%,i,1.3,1.3,4.7,0.35,-0.2,0.86,0.6,x,x,7%,-12,-25,i,-6
Cc1cc(C)cc(-n2c(N)c(C(=O)Nc3c(C)n(C)n(-c4ccccc4)c3=O)c3nc4ccccc4nc32)c1,6.9,659,8%,i,5.0,4.8,12,-0.28,0.93,0.35,-0.34,-0.52,1062,5%,2,-1,i,-2
O=C(C[n+]1cc(-c2ccc(Cl)c(Cl)c2)n2c1CCC2)N1c2ccccc2Sc2ccccc21,-1.9,1090,-11%,i,3.9,2.3,7.8,0.23,-0.19,0.42,-0.27,-0.59,1282,-17%,32,7,i,6
COc1cc(Cn2c(-c3nonc3N)nc3ccccc32)ccc1C,x,x,4%,i,15,5.5,22,-0.9,-0.14,-0.47,0.34,-0.99,1116,10%,0,14,+,47*
CCOC(=O)COc1ccc(S(=O)(=O)NCC2CCCO2)cc1 (stereo unspecified),0.4,589,-2%,i,4.4,2.3,4.3,-0.02,-0.25,-0.2,-0.78,x,x,-11%,-8,0,i,-5
CCCCN(C)C(=O)CS(=O)(=O)Cc1nc(-c2cccc(OC)c2)oc1C,-1.6,1056,15%,i,5.1,2.1,5.5,-0.084,-0.2,0.069,0.066,-0.04,1827,10%,-4,24,x,x
CCN(CC)c1ccc(/C=N/Nc2nc(C)cc(=O)[nH]2)c(O)c1,0.0,910,15%,i,5.3,9.3,32,-0.82,-0.23,-0.84,1.1,u,x,9%,3,-3,i,13

# A few values from the results shown.
# In human PMI inhibition, COc1cc(Cn2c(-c3nonc3N)nc3ccccc32)ccc1C is entered as 4%
# In bCat nuc transl cell count 5 µM, O=C(C[n+]1cc(-c2ccc(Cl)c(Cl)c2)n2c1CCC2)N1c2ccccc2Sc2ccccc21 is entered as 1090

# Pulled by structure from above, 4 records:
SMILES,bCat nuc transl,bCat nuc transl cell count 5 µM,human PMI inhibition,Yfh1-depleted yeast,MT stabilize HCS,MT stabilize HCS Hoechst-high %,MT stabilize HCS cytotoxicity %,Dynein cargo inh,Dynein cargo inh cytoplasmic EGFP,Dynein cargo inh nuclear GR-EGFP,Dynein cargo inh cell count,Ins promoter up,Ins promoter up cell count,human PMI inhibitors,WT yeast gro inh,WT yeast gro inh mutant strain,Autophagy mod,Autophagy mod cell loss 18 h
Cc1ccc(C(=O)N(Cc2ccc3c(c2)OCO3)Cc2nc3ccccc3c(=O)[nH]2)cc1,x,x,-1%,i,0.8,0.8,1.5,-0.28,-0.2,-0.37,0.33,x,x,-2%,16,3,i,-11
O=C(NC(=S)Nc1ccc2c(c1)OCO2)c1ccc(Cl)cc1,x,x,14%,i,3.2,4.1,9.5,1.3,0.17,1.1,-1.7,0.07,1212,14%,3,-7,i,-4
CCN(CC)c1ccc(/C=N/Nc2nc(C)cc(=O)[nH]2)c(O)c1,0.0,910,15%,i,5.3,9.3,32,-0.82,-0.23,-0.84,1.1,u,x,9%,3,-3,i,13
CCOC(=O)CNC(=O)c1ccc(OCC(F)(F)F)cc1,-0.8,1041,-4%,i,5.3,1.4,10,0.075,-0.38,0.34,0.72,1.3,1038,-3%,3,15,i,18
